Screens as filed in PubChem BioAssay.
TDP-43 yeast inh: inhibitors of TDP-43 toxicity in yeast; TDP-43 expressing yeast growth rescue, BacTiter-Glo, 24 h; Potency, µM (doses to about 46.1 µM), inactives show at the highest dose growth rescue (activation), most hits filed as activators; 410,000 tested, 1.8% active; AID 652104; also: potency is read from the fitted curve at half-maximal effect; % of control where 0% means no effect; nearly all actives have a fitted effect of over 50% in size
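Cell-based yeast growth screen: TDP-43 expression induced in galactose, inoculum OD600=0.02 after raffinose pregrowth to mid-log. Read-out BacTiter-Glo luminescence at 24 hr, 30 deg C; inhibition of toxicity seen as signal increase.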
aSyn rescue: inhibitors of alpha-synuclein toxicity in yeast; Yeast expressing alpha-synuclein, growth rescue, BacTiter-Glo, 24 h; Potency, µM (series often up to 46.1 µM), for the others: at the top dose growth rescue (activation), most hits filed as activators; 370,000 tested, 0.14% active; AID 652106; also: potency is read from the fitted curve at half-maximal effect; % of control where 0% means no effect; nearly all actives have a fitted effect of over 65% in size
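Screening used galactose-induced yeast with toxic alpha-synuclein levels, exposed to compound for 24 hr at 30 deg C. Cell growth, read with BacTiter-Glo luminescence, gave the measured signal.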
GLP1R ag: agonists of human GLP-1 receptor. P43220. HEK293 GLP-1R CRE-luciferase, luminescence, 4-6 h; cells express a hypersensitive GLP-1R form. Potency, µM (titrated, usually from 45.6 µM), without a hit: at the top dose activation, actives largely listed as activators. 380,000 tested, 0.007% active; also: potency is read from the fitted curve at half-maximal effect; % of control where 0% means no effect
PTHR1 agonist: activates the human parathyroid hormone receptor PTHR1; 410,000 tested, 0.075% active; Potency, µM (series often up to 115 µM), inactives show top-dose activation, most hits filed as activators; HEK293 GP2 PTHR1 cells, GloSensor cAMP luminescence, 1 h; also: potency is read from the fitted curve at half-maximal effect; nearly all actives have a fitted effect of over 55% in size; some results filed as inactive show a strong effect at the top dose; inactives centre near -15; many of its hits are not listed in these tables
Target sequence (Q03431 whole entry, looked up): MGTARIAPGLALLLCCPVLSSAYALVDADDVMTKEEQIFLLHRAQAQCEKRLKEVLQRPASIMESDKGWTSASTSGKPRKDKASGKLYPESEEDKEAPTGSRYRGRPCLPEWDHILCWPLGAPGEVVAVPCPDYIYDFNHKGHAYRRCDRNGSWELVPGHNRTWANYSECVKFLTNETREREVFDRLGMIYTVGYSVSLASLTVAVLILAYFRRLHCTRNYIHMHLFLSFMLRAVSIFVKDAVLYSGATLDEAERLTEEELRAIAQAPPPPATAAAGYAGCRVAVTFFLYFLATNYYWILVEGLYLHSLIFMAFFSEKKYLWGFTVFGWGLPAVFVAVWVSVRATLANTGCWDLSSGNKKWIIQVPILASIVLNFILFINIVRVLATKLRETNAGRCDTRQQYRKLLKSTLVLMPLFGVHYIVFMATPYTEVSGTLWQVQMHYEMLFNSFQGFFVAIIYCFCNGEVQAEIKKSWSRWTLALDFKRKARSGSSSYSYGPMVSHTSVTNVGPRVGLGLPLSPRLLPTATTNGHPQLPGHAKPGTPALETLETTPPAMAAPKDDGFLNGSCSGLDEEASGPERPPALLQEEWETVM
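HEK-293-derived GP2 cells expressing PTHR1 and a GloSensor cAMP reporter, 3,000/well, plated overnight, given luciferin plus IBMX (each 0.5 mM as added) for 1 h at 37 °C, then compound for 1 h at 37 °C. Luminescence was read after 15 min at room temperature.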
DRD3 antagonist: D3 dopamine receptor (human) antagonism; D3R cells, DiscoveRx beta-arrestin luminescence, antagonist mode; active compounds read low; 360,000 tested, 2.5% active; AID 652054; P35462; max response, negative = inhibition, %; in the data active = max response below about -50%; inconclusive = no clear call, values can overlap the other calls; also: % is scaled to controls: 0 for no effect and ±100 for the full control effect; mostly tested at two doses, the higher about 12 µM
Target sequence (P35462 whole entry, looked up): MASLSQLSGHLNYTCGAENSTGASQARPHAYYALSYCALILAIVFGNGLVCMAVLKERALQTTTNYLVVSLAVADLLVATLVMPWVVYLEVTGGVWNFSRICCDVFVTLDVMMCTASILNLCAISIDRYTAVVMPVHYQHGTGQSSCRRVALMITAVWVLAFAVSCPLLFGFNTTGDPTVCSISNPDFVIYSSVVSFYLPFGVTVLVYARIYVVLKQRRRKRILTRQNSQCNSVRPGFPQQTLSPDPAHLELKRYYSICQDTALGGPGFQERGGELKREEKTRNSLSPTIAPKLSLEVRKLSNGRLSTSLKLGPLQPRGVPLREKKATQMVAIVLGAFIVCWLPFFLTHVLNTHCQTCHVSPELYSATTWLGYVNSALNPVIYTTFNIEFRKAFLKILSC
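Cells expressing the human receptor were seeded at 1500 cells/well, incubated overnight at 37 degrees C in 5% CO2, then exposed to library compounds with dopamine controls for 90 minutes at 37 degrees C before luminescent detection.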
Abeta yeast res: A-beta toxicity reversal in yeast. yeast expressing A-beta42, growth rescue, OD600, 48 h; response scale: 0% DMSO, 100% iron-clioquinol control. Potency, µM (titrated, usually from 46.1 µM), for the others: at the highest dose growth rescue, hits mostly activators. 410,000 tested, 0.063% active. AID 1347071; also: potency is read from the fitted curve at half-maximal effect; nearly all actives have a fitted effect of over 55% in size
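Growth rescue measured by 600 nm absorbance after 48 h yeast culture at 30 C with compound. Values normalized between DMSO and an equimolar ferric chloride plus clioquinol control.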
FUS yeast rescue: suppressors of FUS proteinopathy in yeast | AID 1347120 | 390,000 tested, 0.24% active | Potency, µM (doses to about 76.6 µM), inactives show at the top dose growth rescue (activation), hits mostly activators | S. cerevisiae FUS-expressing, growth rescue, OD600, 24 h;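 also: potency is read from the fitted curve at half-maximal effect; plate controls were DMSO vehicle for no effect and reference control for full effect; nearly all actives have a fitted effect of over 55% in size; some results filed as inactive show a strong effect at the top dose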
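Toxicity suppression screen in FUS-yeast. Cells induced with 2% galactose, starting OD 0.005, treated 24hr at 30C with compounds at multiple final concentrations; growth by OD600.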
GLP-1R inv ag: GLP-1 receptor (human) inverse agonism. HEK293 GLP-1R CRE-luciferase, luminescence, 24 h; GLP-1R form is constitutively active. Potency, µM (series often up to 38.3 µM), for inactives: at the top dose activity change, negative = inhibition, hits mostly inhibitors. 410,000 tested, 1.6% active; also: potency is read from the fitted curve at half-maximal effect; % is scaled to controls: 0 for no effect and ±100 for the full control effect; nearly all actives have a fitted effect of over 55% in size
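Stable HEK293 clone (constitutively active GLP-1R + cAMP-response luciferase); 200 cells/uL plated, 12 h pre-culture, compound 24 hr, 37 deg C/5% CO2; detection reagent 12 min RT; luminescence.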
pAkt inh: Akt phosphorylation inhibition. Neuro2A IGF-stimulated pAkt S473 HTRF, 20 min; active compounds read low. activity change, % for hits at 50 µM. 360,000 tested, 0.32% active; in the data active = activity change below about -80%; inconclusive = mostly about -51% to -80%; also: % is scaled to controls: 0 for no effect and ±100 for the full control effect
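Neuro2A cells in DMEM with 0.5% FBS, overnight at 37 deg C, given compound at single 50 µM final, then IGF (6 nM final) for 20 min at 37 deg C. Lysed; phospho-Akt Ser473 by HTRF after 24 h, 665/615 ratio.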
* = called active by the depositor; i = inactive; u = inconclusive; x = not tested or not shown; [ ] = dose if it differs, or a comment. Unless noted, calls follow the shape of the dose curve; as a rule, active = well fitted curve in the direction sought with a large enough effect; inconclusive = small, poorly fitted or top-dose-only effect, or another doubt; inactive = no such curve, though single readings can be large; an effect the other way counts as inactive or inconclusive.

[1] CCNCCNc1ccc(Cl)cc1[N+](=O)[O-]
[2] O=C(c1cnn2c(C(F)(F)F)cc(-c3ccc(Br)cc3)nc12)N1CCOCC1
[3] COc1ccc(N(CC(=O)N/N=C/c2ccco2)S(=O)(=O)c2ccccc2)cc1Cl
[4] CCOC(=O)C1=C(CS(=O)(=O)c2ccccc2)NC(=O)NC1c1cc(OC)c(O)c(OC)c1 (stereo not given)
[5] Cc1cccc2cc(CN(Cc3ccco3)C(=O)c3cccs3)c(=O)[nH]c12
[6] Cc1oc(-c2ccccc2F)nc1CSc1nnc(C)n2c1cc1occc12
[7] CCCCC(=O)Nc1nnnn1CCC
[8] Cc1nn(C)c(Cl)c1CN1CCN(CCC(C)C)C(CCO)C1 (stereo not given)
screen / no.,1,2,3,4,5,6,7,8
TDP-43 yeast inh,7.6%,8.4%,8.6%,7.4%,2.4%,10.3%,0.5%,4.8%
aSyn rescue,6.1%,9.9%,-3.5%,-6.6%,5.3%,x,-1.6%,3.7%
GLP1R ag,-8.8%,-11.4%,5.0%,6.3%,34.6%,x,0.5%,3.6%
PTHR1 agonist,-3.9%[57.5 µM],i,-0.7%,i,-3.0%[57.5 µM],-5.1%,i,-28.5%
DRD3 antagonist,-74.7*,14.2,17.0,-10.2,33.8,x,8.3,10.4
Abeta yeast res,27.9%,-3.3%,14.9%,5.0%,13.7%,-5.1%,-5.3%,13.2%
FUS yeast rescue,16.5%,x,-14.7%,u,-1.2%,3.5%,6.8%,-1.7%
GLP-1R inv ag,u,-4.5%,u,20.1%,1.2%,13.7%,11.5%,-13.5%
pAkt inh,i,i,i,i,x,x,i,i

[9] COc1ccc(NC(=O)CSc2oc(-c3ccco3)nc2S(=O)(=O)c2ccccc2)c(OC)c1
[10] O=C(Nc1cccc(C(=O)Nc2ccccc2C(=O)O)c1)c1cccc(Cl)c1
[11] O=C(c1ccccc1)c1ccc2c(c1)OCCOCCOCCO2
[12] Cc1c(Cl)cccc1NC(=O)CSc1nncn1-c1cccnc1
[13] CN(C)S(=O)(=O)c1ccc(S(=O)(=O)N2CCCC2)cc1
[14] CCCn1nc(C(=O)Nc2cccc(S(=O)(=O)N(C)c3ccccc3)c2)c2ccccc2c1=O
[15] Nc1nc(O)c(CC(=O)O)s1
[16] O=C(Nc1ccncc1)c1ccc(Cl)c(S(=O)(=O)N2CCc3ccccc32)c1
screen / no.,9,10,11,12,13,14,15,16
TDP-43 yeast inh,-9.3%,-9.9%,14.1%,15.6%,-2.3%,15.5%,-7.7%,-32.6%[inhibitor]
aSyn rescue,x,4.9%,-9.2%,3.1%,-2.5%,0.3%,2.0%,6.6%
GLP1R ag,x,-0.6%,-8.4%,15.5%,-14.3%,13.7%,-3.0%,18.8%
PTHR1 agonist,-50.9%[inhibitor],-21.0%,-4.4%,-41.1%[inhibitor],-23.0%[57.5 µM],i,i,i
DRD3 antagonist,x,8.9,30.4,11.2,-10.3,41.2,3.3,2.5
Abeta yeast res,-1.4%,4.9%,-0.9%,-0.7%,3.8%,2.1%,-10.3%,12.1%
FUS yeast rescue,36.5%,-7.8%,3.5%,-1.3%,-3.9%,17.5%,9.8%,6.0%
GLP-1R inv ag,4.5%,19.3%,22.2%,39.5%[activator],1.5%,u,u,u
pAkt inh,x,i,i,i,i,i,i,i

[17] CC1CCN(CCNC(=O)C2CCCN(c3ncnc4c3nc3n4CCCCC3)C2)CC1 (stereo not given)
[18] COc1ccc(-c2cc(OC)c3ccccc3n2)cc1
[19] Cc1ccccc1N1C(=O)CSC1=C(C#N)C#N
[20] CC(=O)NC(c1ccc(C(C)C)cc1)c1ccc2cccnc2c1O (stereo not given)
[21] COc1ccc(C(=O)OC(C)C(=O)NC2CCCC2)cc1S(=O)(=O)N1CCOCC1 (stereo not given)
[22] COc1ccc(NC(=O)CCC(=O)Nc2ccc3nc(N4CCOCC4)cc(C)c3c2)c(OC)c1
[23] COc1cc2c(cc1OC)/C(=C/C(=O)OCc1ccccc1)OC2
[24] CN(C)/C=C1\C(=O)NN=C1c1ccccc1
screen / no.,17,18,19,20,21,22,23,24
TDP-43 yeast inh,-3.4%,21.0%,19.6%,23.5%,-6.6%,-5.4%,20.0%,9.6%
aSyn rescue,-5.4%,0.3%,1.5%,0.3%,u,1.2%,8.3%,3.5%
GLP1R ag,-0.2%,2.9%,-2.3%,11.9%,-7.8%,8.3%,x,0.7%
PTHR1 agonist,i,-50.5%[inhibitor],-1.9%,i,i,-14.8%,-79.4%[inhibitor],-8.5%
DRD3 antagonist,-10.6,-0.5,-2.6,-20.1,4.3,-13.5,4.3,1.3
Abeta yeast res,3.6%,16.0%,2.8%,-15.1%,-13.7%,-3.2%,-4.8%,-4.2%
FUS yeast rescue,11.3%,-7.5%,13.6%,22.4%,1.1%,10.5%,33.7%,-11.5%
GLP-1R inv ag,-22.7%,u,4.3%,u,13.5%,16.9%,28.2%,10.6%
pAkt inh,i,i,i,i,i,i,i,i

[25] Nc1cc(=O)[nH]c(SCC(=O)N2CCCc3ccccc32)n1
[26] CCN(CC)CCn1c(NCc2ccc(OC)cc2)nc2ccccc21
[27] Cc1[nH]c(=O)[nH]c1C(=O)CCCCC(=O)O
[28] Cc1cccc(N2CC(C)Cn3c2nc2c3c(=O)n(CC(=O)O)c(=O)n2C)c1 (stereo not given)
[29] Cc1cccc(NC(=O)CNC(=O)CNC(=O)Cc2ccccc2)c1
[30] COc1ccc([C@H]2CC(=O)C=C(c3ccc(C)c(F)c3)C2)cc1
[31] COc1cccc(/C=c2/s/c(=C(\C#N)C(=O)N3CCOCC3)n(-c3ccccc3)c2=O)c1
[32] COCCNC(=O)c1ccc(CS(=O)(=O)c2c(Cl)cccc2Cl)o1
screen / no.,25,26,27,28,29,30,31,32
TDP-43 yeast inh,0.0%,-11.3%,19.1%,-9.8%,11.8%,u,23.3%,1.1%
aSyn rescue,4.7%,-1.4%,6.4%,x,-3.4%,4.3%,-13.8%,-0.8%
GLP1R ag,-5.0%,-3.2%,-13.6%,0.1%,-1.3%,13.2%,-11.0%,15.5%
PTHR1 agonist,i,-10.3%,i,-7.7%,i,-6.5%,i,-19.2%
DRD3 antagonist,-4.9,-66.6*,-4.7,x,7.2,u,28.6,1.7
Abeta yeast res,9.1%,-7.8%,2.7%,-15.1%,21.8%,4.7%,9.2%,-13.7%
FUS yeast rescue,35.9%,19.6%,x,-12.2%,-5.7%,21.2%,-17.8%,-24.9%
GLP-1R inv ag,-11.0%,u,-3.2%,19.8%,26.5%,-1.8%,0.0%,7.9%
pAkt inh,i,i,i,x,i,i,i,i

[33] CCOC(=O)N1CCC(NC(=O)C2CCN(C(=O)N3CC(C)Oc4ccccc43)CC2)CC1 (stereo not given)
[34] CN1CC(=O)N(CC(=O)N2N=C(c3ccc(Cl)cc3)CC2c2ccco2)C1=O (stereo not given)
[35] O=C(NCc1ccccc1)C1=C[C@@H](c2coc3ccccc3c2=O)C[C@@H](OCCCCO)O1
[36] CN(Cc1cccs1)C(=O)c1cc(S(=O)(=O)N2CCOCC2)ccc1N1CCCC1
[37] CN(C)C(=O)c1ccc(-n2cccn2)nc1
[38] COc1cc(-c2nc3ccccn3c2NCc2ccccc2)ccc1SC1CCCCC1
[39] CN(C)C(=O)c1ccc(NC(=O)COc2cccc3c2OC(C)(C)C3)cc1
[40] Cc1ccc(C(=O)c2cn(Cc3c(F)cccc3Cl)c3nc(C)ccc3c2=O)cc1
screen / no.,33,34,35,36,37,38,39,40
TDP-43 yeast inh,6.0%,-20.8%,-7.7%,11.7%,-21.1%,-90.3%[inhibitor],-10.8%,20.8%
aSyn rescue,0.1%,-1.1%,-2.3%,-1.8%[1.84 µM],-3.0%,-51.2%[inhibitor],13.5%,x
GLP1R ag,6.5%,3.7%,-1.3%,14.4%,1.9%,4.5%,-4.6%,-1.2%
PTHR1 agonist,-27.5%[57.5 µM],i,-2.7%,i,-21.7%,-41.5%[inhibitor],-23.3%,-30.1%
DRD3 antagonist,34.2,-7.8,-0.8,-7.5,-6.3,117.8,22.2,x
Abeta yeast res,-0.2%,-0.4%,-8.7%,0.3%,-18.7%,-75.0%[inhibitor],2.4%,-1.5%
FUS yeast rescue,8.2%,20.3%,18.6%,15.5%,20.4%,u,11.1%,-10.0%
GLP-1R inv ag,-7.6%,11.0%,u,19.7%,4.0%,u,-11.3%,4.8%
pAkt inh,i,i,i,i,i,i,i,x

[41] O=C(CCN1C(=O)C2C3C=CC(C3)C2C1=O)Nc1ccc2ncccc2c1 (stereo not given)
[42] Cc1ccc(-c2nc3ncccc3o2)cc1NC(=O)c1sc2ccccc2c1Cl
[43] CC(C)CC1CC(=O)OC1(C)C(=O)CSc1nc2ccccc2s1 (stereo not given)
[44] CCN1CCN(C(=O)CN2C(=O)COc3ccc(C)cc32)CC1
screen / no.,41,42,43,44
TDP-43 yeast inh,1.4%,-15.7%,14.5%,-23.4%
aSyn rescue,0.7%,-0.9%,7.4%,-8.6%
GLP1R ag,-14.4%,0.3%,-11.8%,3.7%
PTHR1 agonist,-1.3%[57.5 µM],i,-16.5%,i
DRD3 antagonist,-0.4,9.6,7.5,6.6
Abeta yeast res,8.8%,13.9%,-17.4%,-10.6%
FUS yeast rescue,-6.0%,41.2%,16.9%,8.3%
GLP-1R inv ag,8.5%,-0.9%,0.4%,0.3%
pAkt inh,i,i,i,i

Quoted at random: 2 records from the list.
[44] CCN1CCN(C(=O)CN2C(=O)COc3ccc(C)cc32)CC1
[41] O=C(CCN1C(=O)C2C3C=CC(C3)C2C1=O)Nc1ccc2ncccc2c1 (stereo not given)
screen / no.,44,41
TDP-43 yeast inh,-23.4%,1.4%
aSyn rescue,-8.6%,0.7%
GLP1R ag,3.7%,-14.4%
PTHR1 agonist,i,-1.3%[57.5 µM]
DRD3 antagonist,6.6,-0.4
Abeta yeast res,-10.6%,8.8%
FUS yeast rescue,8.3%,-6.0%
GLP-1R inv ag,0.3%,8.5%
pAkt inh,i,i

A portion of the library; the hit share may differ from the screen's.
